High-throughput results from PubChem BioAssay.
GSK3 alpha inh: human GSK-3 alpha kinase inhibition | P49840 | ADP-Glo luminescence, 60 min | 0.1% of 320,000 active | AID 2650 | inhibition, % at 10 µM;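 in the data active = inhibition above about 50%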;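 also: GST-tagged GSK-3 alpha with peptide substrate and 25 µM ATP; 0% = DMSO neutral wells and 100% = GW8510 positive control wells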
Target sequence (P49840 whole entry, looked up): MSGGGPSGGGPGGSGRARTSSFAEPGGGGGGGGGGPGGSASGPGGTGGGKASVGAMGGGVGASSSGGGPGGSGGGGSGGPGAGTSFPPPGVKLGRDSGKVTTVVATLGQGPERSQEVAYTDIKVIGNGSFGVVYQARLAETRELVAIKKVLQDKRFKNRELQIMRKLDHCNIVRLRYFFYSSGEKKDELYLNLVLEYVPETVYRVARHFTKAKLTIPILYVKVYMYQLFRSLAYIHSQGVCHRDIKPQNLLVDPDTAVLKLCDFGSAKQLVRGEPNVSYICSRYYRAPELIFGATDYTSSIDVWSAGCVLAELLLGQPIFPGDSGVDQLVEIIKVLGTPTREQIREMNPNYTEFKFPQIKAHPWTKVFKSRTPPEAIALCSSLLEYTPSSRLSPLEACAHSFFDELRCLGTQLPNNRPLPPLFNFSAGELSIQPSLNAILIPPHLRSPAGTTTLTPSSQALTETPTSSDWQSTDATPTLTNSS
PolyA inhibitor: blocks polyadenylation in yeast reporter cells; S. cerevisiae SKY197-pL101 polyadenylation reporter, beta-gal luminescence; efflux-impaired pdr1/pdr3 knockout yeast; score 100 = 6 SD above DMSO; calls only at 12 µM; 0.02% of 300,000 active; AID 1875;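 active = lowest replicate activity score at least 50, where 100 means six control SD above control mean; inconclusive = lowest score under 50 but half or more replicates reach 50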;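 also: yeast exposed to compound for 9 h at 30 °C; higher score means more reporter readthrough which indicates perturbed polyadenylation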
HSF1 activator: increases HSF-1 driven luciferase reporter signal; NIH3T3-HGL HSF-1 luciferase reporter, MG132, 8 h; 100% = twice DMSO control signal; activation, % at 9 µM; 1.7% of 300,000 active;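 active = mean replicate activation of at least 50% with a set share of replicates each reaching 50%; inconclusive = only one of those two conditions met; inactive = mean below 50% and too few replicates reaching it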;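 also: 0% = median of the neutral control wells and 100% = twice that signal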
HSP90 inh: inhibitors of HSP90 luciferase refolding in rabbit reticulocyte lysate. luciferase refolding luminescence, 3 h. inhibition, % at 5.6 µM. 0.91% of 290,000 active. AID 1789;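 active = inhibition above the screen-wide mean plus 3 SD, computed separately per campaign, cut at about 16% in these data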;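 also: 0% = DMSO wells and 100% = 60 µM geldanamycin wells; inhibitors lower the luminescence because luciferase stays unfolded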
HSF1 inhib: HSF1 inhibition. NIH3T3-HGL HSE-luciferase, MG132-induced, luminescence 8 h; active compounds read low. activity change, negative = inhibition, % at 7.5 µM (by protocol). 0.77% of 300,000 active. AID 2098;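 active = more than half of replicate wells show activity change below -50%, luminescence cut by over half; inconclusive = some wells, but at most half, below -50%; inactive = no replicate well below -50%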;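 also: luciferase reports HSF-1 transcriptional activity via heat shock element; 0% = median of DMSO wells and -100% = zero luminescence signal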
aSyn 5UTR inh: MLPCN primary screen, SNCA 5' untranslated region | alpha-synuclein 5'UTR reporter, inhibitor activity | inhibition, % (tested at 7.5 µM) | 0.82% of 300,000 active; in the data active = inhibition above about 60%; inconclusive = no clear call, values can overlap the other calls;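 also: H4 neuroglioblastoma cells stably carrying SNCA 5'UTR luciferase fusion; 0% = DMSO wells and 100% = positive control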
KLF5 inhibitor: suppresses KLF5 promoter-driven expression; DLD-1 KLF5 promoter-luciferase reporter, luminescence; inhibition, % at 5 µM; 0.23% of 290,000 active; AID 1700;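 active = inhibition above a per-plate limit of that plate's mean compound inhibition plus 3 SD, cut at about 60% in these data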;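 also: 0% = DMSO wells and 100% = LY294002 at 200 µM; higher means less KLF5 promoter-driven luciferase light; inactives centre near -14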
AI-2 QS modul: Vibrio harveyi AI-2 quorum sensing modulation. Vibrio harveyi JMH597 AI-2 luminescence/OD600 ratio, 9 h; active compounds read low; strain lacks LuxN and CqsS sensors; 0 = neutral-control median. activity change, % at 7.5 µM. 0.4% of 300,000 active; in the data active = activity change below about -75%, passing the limit was not always enough; inconclusive = no clear call, values can overlap the other calls;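 also: luminescence divided by OD600 gain over 9 h not by final OD600 alone; inactives centre near 13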
IEC-6 cytotox: kills IEC-6 intestinal cells in KLF5 counter-screen | inhibition, % at 5 µM | IEC-6 cytotoxicity, luminescence viability | 0.78% of 290,000 active | AID 1825; in the data active = inhibition above about 22%;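 also: 0% = plate median of test compound wells and 100% = cytotoxic reference compound wells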
GSK3B inh: human GSK3beta kinase inhibition | GST-GSK3beta kinase, ADP-Glo luminescence, 60 min; active compounds read low | activity score (negative = inhibition), % at 10 µM | 0.038% of 300,000 active;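 active = more than half of replicate wells score below -50%, meaning over 50% inhibition versus plate controls; inconclusive = some replicates but at most half score below -50%; inactive = no replicate scores below -50%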;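 also: 0% = median DMSO wells and -100% = median GW8510 positive control wells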
Target sequence (P49841 whole entry, looked up): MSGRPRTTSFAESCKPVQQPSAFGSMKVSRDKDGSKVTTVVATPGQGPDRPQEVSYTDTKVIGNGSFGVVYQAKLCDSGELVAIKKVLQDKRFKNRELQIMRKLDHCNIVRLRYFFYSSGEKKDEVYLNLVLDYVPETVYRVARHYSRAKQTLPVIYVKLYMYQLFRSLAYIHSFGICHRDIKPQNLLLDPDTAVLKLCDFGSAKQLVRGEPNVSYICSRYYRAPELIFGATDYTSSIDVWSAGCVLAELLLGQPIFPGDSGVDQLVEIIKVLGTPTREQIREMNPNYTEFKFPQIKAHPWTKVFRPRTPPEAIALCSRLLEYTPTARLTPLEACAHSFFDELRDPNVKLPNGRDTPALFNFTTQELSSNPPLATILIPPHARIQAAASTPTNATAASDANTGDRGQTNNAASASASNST
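Test system – GST-tagged human GSK3beta kinase, cell-free · Incubation – 60 min enzyme reaction, room temperature · Signal – ADP-Glo luminescence · Also added – peptide substrate and ATP at 25 µM · Controls – DMSO neutral wells and GW8510 at 20 µM as positive · Buffer or medium – Tris/MgCl2 kinase buffer · Measure – Luminescence-derived activity versus plate DMSO and GW8510 wells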
An asterisk follows results filed as active; i = inactive; ? = inconclusive; nt = no result given.

Structure	GSK3 alpha inh	PolyA inhibitor	HSF1 activator	HSP90 inh	HSF1 inhib	aSyn 5UTR inh	KLF5 inhibitor	AI-2 QS modul	IEC-6 cytotox	GSK3B inh
COC(=O)c1ccccc1NC(=S)N(C)C	-1	i	9	-3	6	11	-29	6	1	0
O=C(NCc1cccnc1)Nc1cc(Cl)cc(Cl)c1	2	i	14	-3	7	11	-12	-63	14	2
CS(=O)(=O)N(CC(=O)N1CCOCC1)c1cccc(F)c1	0	i	-3	0	-1	15	-26	20	-2	1
Nc1cc[n+](CC(=O)c2ccccc2)cc1	-1	i	2	3	-4	6	-23	4	0	7
CCOc1cc(C2NC(=O)NC(O)(C(F)(F)F)C2C(=O)c2ccc(OC)cc2)ccc1O (stereo unspecified)	-2	i	5	3	2	-5	14	39	2	1
COc1ccccc1N1CCN(CCc2n[nH]c(=S)n2-c2ccccc2)CC1	0	i	-8	0	-6	-18	-27	24	6	0
Cn1cc(C(=O)N/N=C/c2cc(Br)cs2)c2ccccc21	1	i	60*	1	20	-24	4	18	6	3
CCOC(=O)c1sc2nc(C)nc(SCC(=O)NC(C)CCc3ccccc3)c2c1C (stereo unspecified)	2	i	4	4	-1	-4	-20	21	1	1
CC(C)(C)CC(=O)Nc1ccc(S(=O)(=O)N2CCCC2)cc1	-1	i	-7	-1	-4	-10	-14	15	-12	3
N#Cc1cnn(Cc2ccc(Cl)cc2)c1N	5	i	-1	-3	-1	-44	-12	2	0	4
Cc1ccc(-n2nc3c(N4CCC(C(=O)N5CCCCCC5)CC4)nnc(C)c3c2C)cc1	-1	i	7	-1	0	27	12	24	12	-29
CCOC(=O)c1sc2nc(C)nc(Nc3ccccc3)c2c1C	0	i	1	-4	-6	-24	5	32	3	-4
COc1ccc(NS(=O)(=O)c2ccc(Oc3ncccn3)cc2)cc1	-3	i	-1	2	3	3	2	28	4	3
Fc1ccc(Oc2nccc(-c3ccc(Cl)cc3)n2)cc1	4	i	6	3	2	-44	24	22	5	2
N#CC1=C(N)N2C(=C(C#N)C13CCCCC3)SC1CCCCC12O (stereo unspecified)	3	i	?	6	39	-4	6	14	1	0
COc1ccc(CCNc2cc(C)nc3c(-c4ccc(Cl)cc4)c(C)nn23)cc1OC	1	i	26	11	-5	16	11	14	3	3
COC(=O)c1ccccc1NC(=O)COC(=O)c1ccc(C)c(NC(=O)c2ccco2)c1	1	i	11	3	-3	17	-5	-4	2	4
COC(=O)c1cc(S(=O)(=O)NCC2CCN(Cc3cccc(F)c3)CC2)cn1C	0	i	-8	2	-3	8	3	3	-3	2
O=C(CSc1nnc(Cc2cc(=O)[nH]c(=O)[nH]2)n1-c1ccc(F)cc1)N1CCCCC1	0	i	-7	-2	-11	-12	-25	21	-3	2
N#Cc1nc(COc2ccccc2Cl)oc1NCc1cccnc1	4	i	18	6	5	21	1	10	-2	0
Cc1cccc(OCC(=O)NNS(=O)(=O)c2ccccc2F)c1	-3	i	-2	-6	-9	16	-10	29	-5	1
O=C(NNC(=S)Nc1ccccc1)c1cccnc1	-1	i	1	4	-1	-4	-31	4	-2	-1
CCc1ccc2[nH]c3nc(N/N=C/c4ccc(O)cc4O)nnc3c2c1	3	i	16	2	3	31	-3	7	-2	-6
O=C(CN1C(=O)S/C(=C\c2ccc(F)cc2)C1=O)NC1C=CS(=O)(=O)C1 (stereo unspecified)	-5	i	-8	-3	-8	-31	-10	14	1	-2
C/C(=N\NC(=O)c1ccc2c(c1)OCO2)c1ccc(C(=O)O)s1	-3	i	13	1	3	9	-20	16	3	2
OCCOCCn1c(C2CCCN2c2nc(-c3ccc(F)cc3)cs2)nc2cc(Cl)c(Cl)cc21 (stereo unspecified)	0	i	26	nt	18	-25	nt	5	nt	-1
CCCCCC(=O)Nc1cccc(C2=NOC3(C2)C[C@H](C(N)=O)N(C(=O)c2ccccc2)C3)c1 (stereo partly specified)	3	i	-5	nt	1	10	nt	5	nt	0
COc1ccc(C(=O)N2CCOC2CNC(=O)C(=O)NCc2ccc(Cl)cc2)cc1 (stereo unspecified)	-5	i	1	1	-1	12	-6	9	0	6
Clc1ccc(OCc2nc(-c3ccncc3)no2)c(Cl)c1	0	i	24	-2	25	-132	-165	10	1	-3
Cc1ccc(NCC(=O)N=Nc2c(O)n(C)c3ccccc23)cc1	-1	i	0	4	-6	-54	-18	11	11	4
CCN(CC)C(=O)CSc1nc2ccc(NC(=O)CSc3nccn3C)cc2s1	0	i	10	4	4	-65	-14	21	-2	-1
CC(C)OC(=O)CC1C(=O)NCCN1C(=O)COc1ccc(C(C)(C)C)cc1 (stereo unspecified)	-2	i	9	1	6	22	-2	7	-2	-2
CC(C)(C)NC(=O)C(c1cccs1)N(CC1CCCO1)C(=O)Cn1nnc(-c2cccs2)n1 (stereo unspecified)	-2	i	-13	2	3	6	-18	11	2	4
CCc1nc(SCC(=O)NCc2ccccc2)c2c(=O)n(C)c(=O)n(C)c2n1	-3	i	-9	1	2	16	-42	29	-3	-1
C#CCNc1nc(C(C)C)nc2c1nnn2Cc1ccccc1F	-26	i	-6	2	12	27	-22	17	7	1
N[C@H](CSCc1ccccc1)C(=O)Nc1ccc([N+](=O)[O-])cc1	-1	i	6	2	12	-15	-17	6	-1	3
COc1cc(NC(=O)c2ccccn2)cc(OC)c1OC	-1	i	-16	5	-2	-8	2	19	4	2
COc1ccc(C(=O)NCCC2=CCCCC2)cc1OC1CCN(C(C)C)CC1	2	i	11	0	14	-74	-51	-6	3	-1
C=CCOc1ccc(/C=C2\N=C(C)OC2=O)cc1OC	-2	i	10	0	0	8	-25	9	6	-18
O=S(=O)(NCC(c1ccc2c(c1)OCO2)N1CCOCC1)c1ccc(Br)cc1 (stereo unspecified)	0	i	13	nt	-5	-5	nt	-11	nt	1
CC(C)c1cccc(C(C)C)c1NC(=O)COC(=O)C1=COCCO1	-13	i	3	0	-5	0	-8	0	-3	3
Cc1cc2cc(CCNC(=O)c3ccc(S(=O)(=O)N4CCOCC4)cc3)c(=O)[nH]c2cc1C	-2	i	0	-2	-5	0	-10	42	-4	-3
CCCn1c(CN2CCCCC2C)nc2c1c(=O)n(C)c(=O)n2C (stereo unspecified)	0	i	13	-6	-6	12	-21	17	-4	-3
COc1ccccc1NC(=O)CSc1nc(O)cc(=O)n1-c1ccccc1OC	-2	i	34	-3	24	16	8	-5	3	-1
CCCCn1nc2cc(C(=O)NC[C@@H]3CCCO3)ccc2c1OCC	-1	i	3	-1	3	-2	-28	10	-2	1
Cc1oc(-c2ccccc2Cl)nc1CS(=O)(=O)CC(=O)N1CCOCC1	-1	i	-16	-2	-4	3	-23	11	-9	1
O=C(O)c1cccc2c1/C(=N/O)c1ccccc1-2	2	i	8	nt	0	-26	nt	49	nt	1
COC(=O)CN1C(=O)C2(OCCCO2)c2cc(Br)ccc21	-2	i	-1	-4	-6	11	-16	18	0	1
COc1ccc2c(c1)C(NS(=O)(=O)OCC(Cl)(Cl)Cl)CCC2 (stereo unspecified)	0	i	-8	-3	10	25	-3	9	0	1
CCOC(=O)c1nnn2c1nc(N1CCOCC1)c1ccccc12	10	i	-12	0	-6	7	-10	15	2	-4

Additional compounds follow:
Structure	GSK3 alpha inh	PolyA inhibitor	HSF1 activator	HSP90 inh	HSF1 inhib	aSyn 5UTR inh	KLF5 inhibitor	AI-2 QS modul	IEC-6 cytotox	GSK3B inh
CCCN(C#N)c1nc(NCC)nc(NC(C)C)n1	10	i	-2	-4	-4	21	-22	14	-4	-1
CC(=O)Nc1ccc(S(=O)(=O)NC(C(=O)O)C(C)O)cc1 (stereo unspecified)	-1	i	-18	-5	-7	0	-3	5	-5	1
CCOC(=O)C1=C(C)NC(=O)NC1c1ccc(NC(C)=O)cc1 (stereo unspecified)	1	i	-5	-3	-1	10	-19	15	1	5
CCOC(=O)C1=C(C)NC(=O)NC1c1ccc(Br)o1 (stereo unspecified)	2	nt	11	1	10	27	4	24	4	0
CCOC(=O)N1CCN(C(=O)C2CCN(S(=O)(=O)c3ccc(OCC)cc3)CC2)CC1	0	i	9	-5	-9	-1	-38	32	-1	1
Cc1ccc(N2CC(C(=O)Nc3ccc(N(C)C)cc3)CC2=O)cc1C (stereo unspecified)	-5	i	14	-1	8	12	3	4	4	3
Cc1ccc(C)c(N2N=C(C(=O)Nc3ccccc3N3CCCC3)CCC2=O)c1	-5	i	-13	13	-4	13	8	-4	5	-5
COC(=O)c1nnn(-c2nonc2N)c1CSc1ccc(Cl)cc1	1	i	26	-1	1	19	-18	-3	0	1
O=S(=O)(c1ccc(Cl)cc1)N1CCN(Cc2cccnc2)CC1	-4	i	25	1	9	2	-10	17	6	-4
OC(COCc1cccs1)CN1CCN(c2cccc(C(F)(F)F)c2)CC1 (stereo unspecified)	-1	i	1	2	-6	14	-18	20	-3	-3

The list is partial; count on the stated rates, not on these rows.
